# High-throughput results as filed in PubChem BioAssay.
# All columns: NCI-60 one-dose screen, growth in % after 48 h at 10 µM unless noted; 100 = growth as untreated, 0 = no growth, -100 = all killed.
# RXF 393: RXF 393 renal cancer cells | 77,000 compounds, 6.9% hits
# OVCAR-4: OVCAR-4 ovarian cancer cells; 80,000 compounds, 3.7% hits; AID 1794784
# CAKI-1: CAKI-1 renal cancer | AID 1794772 | 75,000 compounds, 4.7% hits
# OVCAR-8: OVCAR-8 ovarian cancer; 81,000 compounds, 4.4% hits
# OVCAR-5: OVCAR-5 ovarian cancer | 82,000 compounds, 2.9% hits
# ACHN: ACHN renal cancer; 81,000 compounds, 4.9% hits
# A498: A498 renal cancer cells | 76,000 compounds, 5.4% hits | AID 1794774
# OVCAR-3: OVCAR-3 ovarian cancer; 79,000 compounds, 7% hits
# Numbers without * were called inactive; x = not tested or not shown; & = joins results of further samples. Rule for the calls: active = growth percent below 10; inactive = the rest.
structure,OVCAR-5,OVCAR-8,A498,CAKI-1,OVCAR-3,ACHN,RXF 393,OVCAR-4
CCCCC(=O)C1CCCC1,93,93,108,96,121,97,104,107
Nc1c(C(=O)c2ccc(F)cc2)sc2nc3c(cc12)CCCC3,97,79,56,85,88,97,56,84
CC(CCCC(=O)O)c1ccoc1 (stereo not drawn),105,109,110,x,105,111,x,100
CCCC(C)C(=O)OCCCc1ccccc1 (stereo not drawn),100,94,67,100,110,109,103,105
CCOC(=O)C1=C(C(=O)OCC)c2ccc(OC)c(OC)c2C1,116,102,119,88,108,104,93,118
OCc1cnc2ccccc2c1NC1CCCCC1,102,93,102,92,97,106,109,96
FC(F)(F)c1ccc(-c2cn3c(ccc4ccccc43)n2)cc1,97,100,105,76,97,83,117,97
CC(C)(COC(=O)COc1ccc(Cl)cc1Cl)[N+](=O)[O-],87,98,105,100,104,99,102,112
COc1cc2nc3sc(C(=O)Nc4ccc(C(=O)OC(C)C)cc4)c(C(=O)Nc4ccc(Cl)cc4C)n3c(=O)c2cc1OC,70,35,57,43,77,97,84,69
Cn1c(N2NC(=O)C(N=Nc3ccc(S(N)(=O)=O)cc3)C2=O)nc(-c2ccccc2)c(C#N)c1=O (stereo not drawn),87,97,111,91,107,79,121,89
C#CCN(Cc1ccc2nc(N)[nH]c(=O)c2c1)c1ccc(C(=O)NC(CCC(=O)O)C(=O)O)cc1 (stereo not drawn),107,39,110,33,67,30,73,103
CS(=O)(=O)Nc1ccc(C(=O)Nc2cc(Cl)ccc2Oc2ccccc2)cc1,108,x,78,95,95,98,98,97
C=C1C[C@H]2[C@@H]3C=C(C)C4=CC(=O)CC[C@]4(C)[C@H]3CC[C@]2(C)[C@@]1(OC(C)=O)C(C)=O,85,89,x,102,x,108,111,94
O=C(N/N=C\c1ccc(F)cc1)c1ccc2nc(-c3ccc(Cl)cc3)[nH]c2c1,103,94,87,96,124,99,92,110
CCCCCCCCCCCCCCCC(=O)Nc1ccc(C)cc1,109,106,x,97,111,108,112,105
Oc1ccc2[nH]cc(-c3cnc(-c4c[nH]c5ccc(O)cc45)cn3)c2c1,110,94,99,96,73,100,127,103
C#CCC1(c2ccco2)NS(=O)(=O)c2ccccc21 (stereo not drawn),100,104,112,90,108,104,107,93
O=C(O)C(C(=O)Nc1ccccc1)c1ccccc1 (stereo not drawn),103,99,70,102,107,108,99,118
CC(=O)Nc1cccc(OCc2cccc([N+](=O)[O-])c2)c1,98,96,x,87,105,93,121,x
Nc1nc2ccccc2c(=O)[nH]1,104,106,111,92,x,104,113,106
COc1cc(C2CC(c3cccc(Nc4ccncc4)c3)=NN2c2cc(Cl)cc(Cl)c2)cc(OC)c1OC (stereo not drawn),65,-8.6*,84,8.6*,3.7*,-66*,x,6.4*
O=C(c1ccccc1)c1ccc(O)cc1O,94,99,105,x,120,99,115,110
O=C(CN1CCN(c2cc(=O)n(-c3ccccc3)c3ccccc23)CC1)Nc1ccc(F)cc1,101,71,54,64,72,65,72,23
O=[N+]([O-])c1cnc(N2CCN(Cc3cccc(F)c3)CC2)nc1N1CCN(Cc2cccc(F)c2)CC1,90,95,102,67,93,96,82,78
C=CCC(=O)N[C@H](Cc1ccc(-c2cc(Cl)cc(Cl)c2)cc1)[C@H](O)[C@@H](O)C(=O)O,91,83,85,91,103,100,101,108
C=CCOC(=O)CCCCCCCC1OC1CCCCCCCC (stereo not drawn),100,103,120,90,112,95,118,106
CCc1c([N+](=O)[O-])cc2c(c1[N+](=O)[O-])C(C)(C)CCC2(C)C,99,101,97,89,97,93,119,100
COc1ccc(-c2nnc(Nc3ccc(F)cc3)o2)cc1OC,94,95,105,96,113,103,93,108
NC(Cc1ccccc1)(C(=O)O)c1ccccc1 (stereo not drawn),105,x,122,98,101,111,104,112
NS(=O)(=O)c1ccc(CCn2c(-c3ccc(C(=O)O)cc3)nc(-c3ccccc3)c2-c2ccccc2)cc1,103,111,102,89,x,103,104,99

# Overlap with the part before: 7 compounds, then new ones.
structure,OVCAR-5,OVCAR-8,A498,CAKI-1,OVCAR-3,ACHN,RXF 393,OVCAR-4
O=[N+]([O-])c1cnc(N2CCN(Cc3cccc(F)c3)CC2)nc1N1CCN(Cc2cccc(F)c2)CC1,90,95,102,67,93,96,82,78
C=CCC(=O)N[C@H](Cc1ccc(-c2cc(Cl)cc(Cl)c2)cc1)[C@H](O)[C@@H](O)C(=O)O,91,83,85,91,103,100,101,108
C=CCOC(=O)CCCCCCCC1OC1CCCCCCCC (stereo not drawn),100,103,120,90,112,95,118,106
CCc1c([N+](=O)[O-])cc2c(c1[N+](=O)[O-])C(C)(C)CCC2(C)C,99,101,97,89,97,93,119,100
COc1ccc(-c2nnc(Nc3ccc(F)cc3)o2)cc1OC,94,95,105,96,113,103,93,108
NC(Cc1ccccc1)(C(=O)O)c1ccccc1 (stereo not drawn),105,x,122,98,101,111,104,112
NS(=O)(=O)c1ccc(CCn2c(-c3ccc(C(=O)O)cc3)nc(-c3ccccc3)c2-c2ccccc2)cc1,103,111,102,89,x,103,104,99
O=C(NC(=S)Nc1ccccc1Cl)c1ccc(Cl)cc1,95,92,79,75,85,93,89,67
C[C@H](C(=O)N[C@@H](Cc1ccc(-c2ccc(S(=O)(=O)O)cc2)cc1)C(=O)NC1CC(C)(C)N(C)C(C)(C)C1)c1ccc(-c2ccccc2)c(F)c1,115,92,102,x,105,106,101,108
COc1ccc(/C=N/NCc2nc3ccccc3c(=O)[nH]2)cc1,102,99,94,89,102,91,104,94
CS(=O)(=O)c1ccc(-c2cnc3ccc(-c4cccc(C(F)(F)F)c4)nn23)cc1,64,74,15,52,81,57,39,78
CC[C@H](c1ccc(O)cc1)[C@@H](CC)c1ccc(F)cc1,101,95,110,89,101,104,99,107
CCCCNC(=O)Oc1ccc(/C(=C(/C)Cc2ccc(OC)cc2)c2ccc(OCCN(C)C)cc2)cc1,76,84,109,93,84,90,84,85
Clc1cccc(Cl)c1Cn1c(-c2cncs2)nc2ccccc21,94,87,125,67,90,87,95,82
O=C(Nc1nc2ccccc2[nH]1)C(=O)Nc1nc2ccccc2[nH]1,89,102,99,91,101,93,102,96
Cc1ccc(S(=O)(=O)Nc2sccc2-c2nc(-c3ccccc3)no2)cc1,86,89,96,81,92,90,96,95
CC(=O)Oc1ccc(/C(=C(\C)c2ccc(Cl)cc2)c2ccc(OCCN3CCCCC3)cc2)cc1,75,57,57,75,67,58,29,57
Cc1ccc(-[n+]2c3cc(N)c(C)cc3nc3cc(C)c(Nc4ccccc4)cc32)cc1,-61*,-6.2*,-85*,-42*,-97*,-92*,-99*,-39*
COC(=O)c1[nH]c(=O)c(C#N)c(C(=O)OC)c1-c1ccc(F)cc1,105,100,115,89,113,101,113,98
CSc1nc2nc(C)[nH]c(=O)c2[nH]1,102,x,90,102,104,115,104,112
CCC(C)c1c(NC(=O)c2ccccc2)o[nH]c1=O (stereo not drawn),117,96,85,81,103,90,81,113
c1ccc(Nc2n[nH]c(-c3cccnc3)n2)cc1,98,100,79,93,101,98,102,94
Cc1ccc(N2C=[N+](C)c3ccc(C)cc3C2)cc1,104,96,105,112,101,103,114,103
COc1ccc(-n2c(SCC(=O)NNC(=S)NC(=O)c3ccccc3)nc3ccc(Cl)cc3c2=O)cc1,99,87,91,82,95,75,109,83
CN(C)NC(=O)Nc1ccccc1,100,99,95,99,108,103,108,116
Cc1cc(C(N)=O)c2ccccc2n1,93,110,124,98,110,107,123,105
N/N=C(\c1ccccc1)c1ccc([N+](=O)[O-])cc1,96,98,68,x,94,x,96,85
CCCC(=O)Nc1cc([N+](=O)[O-])c([N+](=O)[O-])cc1OC,99,100,104,54,105,99,116,105
CC1CC(C)C2=NOS3=C2C1=NO3 (stereo not drawn),x,100,75,100,106,110,106,105
COc1ccc(C2NC(=O)Cc3c2sc2c(F)cccc32)cc1 (stereo not drawn),109,101,96,84,102,102,118,100
Cc1c(C2=NNC(c3ccc4c(c3)OCO4)C2)[n+]([O-])c2ccccc2[n+]1[O-] (stereo not drawn),92,109,95,107,93,108,96,76
Cc1cc(C(C#N)c2ccc(Cl)cc2)c(Cl)cc1NC(=O)c1cc(I)cc(I)c1O (stereo not drawn),88,53,-37*,39,33,80,49,83
COc1ccc(/C=C2\Oc3cc(C)c(Cl)c(C)c3C2=O)cc1,107,96,113,80,106,82,108,81
CCCCCCCCCCCCOC(=N)N(C)C,99,99,103,81,93,94,112,117
Cn1c2ccccc2c2c3c(c4c5ccccc5[nH]c4c21)C(=O)N(OCCCCCC#N)C3=O,103,99,89,70,113,74,97,89
CCCCCCn1c(-c2ccc(C(=O)O/N=C(\N)c3ccc(Cl)cc3)cc2)nc(-c2ccccc2)c1-c1ccccc1,96,99,116,95,115,98,109,104
N#Cc1ncc(-c2ccc(F)nc2F)c(NC2CCCCCC2)n1,104,96,67,98,108,93,78,86

# A different layout for two compounds above.
# Values run as follows: OVCAR-5 | OVCAR-8 | A498 | CAKI-1 | OVCAR-3 | ACHN | RXF 393 | OVCAR-4
- CC(CCCC(=O)O)c1ccoc1 (stereo not drawn)
 : 105 | 109 | 110 | x | 105 | 111 | x | 100
- CCCC(C)C(=O)OCCCc1ccccc1 (stereo not drawn)
 : 100 | 94 | 67 | 100 | 110 | 109 | 103 | 105

# The list continues.
structure,OVCAR-5,OVCAR-8,A498,CAKI-1,OVCAR-3,ACHN,RXF 393,OVCAR-4
O=C(c1cc2ccccc2o1)c1nn(-c2ccccc2)/c(=N/N=Cc2cn(-c3ccccc3)nc2-c2cc3ccccc3oc2=O)s1,105,97,116,79,100,102,107,93
Cc1ccc(N)c(O)c1,108,96,51,95,88,91,82,84
S=c1ccnc[nH]1,101,100,112,104,111,99,128,117
Cn1c(=O)c2[nH]c(SCC(=O)c3ccccc3)nc2n(C)c1=O,113,112,82,97,101,108,x,106
C=CC[N+]1(CCO)CCN=C1CCCCCCCCCCCCC (stereo not drawn),-95*,-74*,83,-48*,-84*,-92*,-55*,-26*
O=Nc1c(O)c(S(=O)(=O)O)cc2cc(S(=O)(=O)O)ccc12,107,x,101,53,121,98,x,95
C/C(=N\NC(=S)Nc1ccc(Cl)cc1)c1cc2ccccc2oc1=O,100,99,x,76,x,94,71,97
CC1(C2CC2)NC(=O)NC1=O (stereo not drawn),90,101,x,95,115,111,110,95
CCCCCOC(=O)C(CCCCC)C(=O)CCCCC (stereo not drawn),104,106,96,98,105,103,97,105
CC(c1cc(Cl)ccc1O)c1cc(Cl)ccc1O,71,46,81,85,28,41,50,39
COc1ccc(-c2nc(SCC(C)C)nc(N/N=C\c3ccc(F)cc3)c2C#N)cc1,96,96,74,91,70,30,111,9.0*
CN(C)C/C=C/C(=O)Nc1cn(C2CC2)c2cc(N3CCN(c4nccc(-c5nccs5)n4)CC3)c(F)cc2c1=O,99,93,99,93,120,91,79,98
O=C(O)Cc1cc(I)c(Oc2ccc(O)c(I)c2)c(I)c1,123,63,91,71,70,77,64,83
CCOC(=O)c1cc(OCC)c2c(ccc3cc(OC)ccc32)n1,106,91,x,89,117,104,93,x
CC(=O)/C=C/c1ccc(OCc2ccc(C(C)(C)C)cc2)cc1,89,90,80,x,95,83,95,74
CC(C)OC(=O)[C@]12CCC(C)(C)C[C@H]1C1=CC[C@@H]3[C@@]4(C)C/C(=C/c5ccco5)C(=O)C(C)(C)[C@@H]4CC[C@@]3(C)[C@]1(C)CC2,109,94,117,88,108,99,101,113
C/C(=N/N)c1ccc([N+](=O)[O-])cc1,116,95,89,95,94,112,102,104
Cc1ccc(C(=O)Nc2cccc(C(=O)NC(=S)Nc3ccc(S(N)(=O)=O)cc3)c2)cc1,92,51,109,49,79,69,46,32
Cn1c(N2N=C(c3ccc(Cl)cc3)CC2c2ccccc2)nc(-c2ccccc2)c(C#N)c1=O (stereo not drawn),100,74,80,64,72,77,96,89
CCCCN(CCCC)C(=O)OCC,104,103,105,95,105,111,113,103
C=C(C)[C@@H]1CC[C@]2(C#N)CC[C@]3(C)[C@H](CC[C@@H]4[C@@](C)(CCc5nn[nH]n5)[C@H](C(=C)C)CC[C@]43C)[C@@H]12,111,98,99,81,120,110,120,88
Cc1ncc2[nH]cnc2n1,101,109,95,95,109,105,105,96
Cc1ccc(C(=O)/C=C/c2ccc3c(c2)OCO3)c(C)c1,107,88,x,84,98,102,86,x
CCN(CC)CCNC(=O)c1ccc(N)cc1,x,104,115,103,122,92,126,126
C(=N\N=C\c1c[nH]c2ccccc12)/c1c[nH]c2ccccc12,105&112,93&101,100&108,94&110,103&92,97&100,104&101,95&112
FC1(F)CCN(Cc2c[nH]c3cc(Cl)ccc23)C[C@H]1CCc1ccccc1,81,48,82,62,55,63,64,57
CC(=O)OC[C@@]1(C)C2CC[C@]3(C)C(CC=C4C5CC(C)(C)CC[C@]5(C(=O)Nc5ccccc5)CC[C@]43C)[C@@]2(C)C[C@@H](OC(C)=O)[C@@H]1OC(C)=O (stereo partly drawn),81,33,65,37,39,34,64,33
OCCc1cccnc1,102,101,103,103,122,109,98,106
O=C1/C(=C/c2ccc(Cl)cc2)CN(Cc2cn(CCCNc3ccnc4cc(Cl)ccc34)nn2)C/C1=C\c1ccc(Cl)cc1,-74*,-42*,-61*,-20*,-90*,-99*,-98*,-9.7*
COc1ccc(CCNc2nc3c(c(=O)n(Cc4ccc(Cl)c(Cl)c4)c(=O)n3C)n2C)cc1OC,84,80,65,75,101,74,67,74

# Hits appear at their usual frequency; 10% or so of the library scored in one or more.
